# High-throughput results from PubChem.
# MPTP inh – inhibitors of mitochondrial permeability transition pore; isolated mouse mitochondria, Ca2+ swelling absorbance, 30 min; inhibition, % at 10 µM; actives 1.4% (n = 360,000); AID 602449;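 active = inhibition of 50% or more, scaled per plate between neutral and stimulator controls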;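 note: 0% = DMSO wells given calcium and 100% = 1 mM EGTA wells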
# NALP3 yeast inh – inhibitors of NALP3 inflammasome in yeast; Yeast reconstituted NLRP3/ASC/caspase-1, beta-gal luminescence, 24 h; inhibition, % at 10 µM; actives 0.39% (n = 330,000); AID 2825;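 active = inhibition of 50% or more; inactive = inhibition below 50%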;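 note: plate controls were induced DMSO wells for no effect and uninduced yeast grown without galactose for full effect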
# TIM10 inh – growth inhibitors of TIM10 yeast strain; S. cerevisiae TIM10 strain growth, BacTiter-Glo luminescence, 24 h; inhibition, % at 10 µM; actives 1.4% (n = 330,000);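 active = inhibition of 40% or more at the single tested concentration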;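 note: wild-type TIM10 isogenic control strain grown at permissive 25 °C; 0% = DMSO yeast wells and 100% = minimal medium wells without yeast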
# tim10-1 inh – tim10-1 yeast growth inhibition. S. cerevisiae tim10-1 ts strain growth, BacTiter-Glo, 24 h. inhibition, % at 20 µM. actives 2.2% (n = 330,000). AID 463190;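 active = inhibition of at least 40%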;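 note: mutant grown at 25 °C; 0% = DMSO wells with yeast and 100% = wells holding no yeast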
# APJ agonist – agonists of human APJ apelin receptor; P35414; CHO-K1 APJ PathHunter beta-arrestin, luminescence; 0% DMSO wells, 100% apelin; activation, % at 20 µM; actives 0.11% (n = 330,000);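 active = activation more than six SD over the plate average, tested at 20 µM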;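 note: 0% = DMSO alone and 100% = apelin-13 at 10 nM; some results filed as inactive read as strong as hits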
# Target sequence (P35414 whole entry, looked up): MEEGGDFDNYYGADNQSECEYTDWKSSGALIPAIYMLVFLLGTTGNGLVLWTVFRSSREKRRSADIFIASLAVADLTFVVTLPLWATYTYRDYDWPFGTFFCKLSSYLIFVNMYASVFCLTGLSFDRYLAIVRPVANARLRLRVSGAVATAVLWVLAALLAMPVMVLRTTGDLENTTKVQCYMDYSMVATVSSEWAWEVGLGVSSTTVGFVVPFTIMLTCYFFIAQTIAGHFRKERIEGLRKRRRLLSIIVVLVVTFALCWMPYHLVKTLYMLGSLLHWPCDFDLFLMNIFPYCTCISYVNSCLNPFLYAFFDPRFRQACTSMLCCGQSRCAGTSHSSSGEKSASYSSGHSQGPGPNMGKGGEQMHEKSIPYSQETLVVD
#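 Test system – PathHunter CHO-K1 APJ (AGTRL-1) beta-arrestin reporter cells · Input – 1000 cells/well · Compound – single test compound dose, 20 µM final, 1% DMSO · Times – compound stimulation 90 min at 25 °C, detection 60 min · Technique – beta-gal luminescence · Read-out basis – APJ–arrestin association signal · Control set – negative DMSO alone, positive Apelin-13 at 10 nM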
# tim23-1 inh – growth inhibitors of tim23-1 mutant yeast | S. cerevisiae tim23-1 growth, BacTiter-Glo luminescence, 24 h | inhibition, % at 20 µM | actives 1.3% (n = 330,000) | AID 463212;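 active = growth inhibition of the mutant yeast at or above 50%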;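 note: temperature-sensitive mutant grown at 25 °C; plate controls were DMSO-treated mutant yeast for no effect and medium wells lacking yeast for full effect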
# NR3A LBD binder – modulators (binders) of human NR3A ligand-binding domain. NR3A LBD differential scanning fluorimetry, Tm shift; 0% = protein alone, 100% = glycine-bound protein. Tm shift relative to glycine control, % at 25 µM. actives 2.5% (n = 340,000);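 active = melting temperature shift of at least 10% of the positive control shift, at one fixed dose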
# MIN6 prolif – MIN6 beta-cell proliferation induction; MIN6 cells proliferation, ATPlite luminescence, 48 h; cells starved in 0.2% serum; 100% = growth in 10% serum; proliferation, % at 10 µM; actives 0.29% (n = 330,000);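 active = compounds whose signal lies at least 3.5 SD above the mean of all wells on their plate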;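 note: 0% = DMSO-treated cells in low-serum medium and 100% = 10% serum control; some compounds called inactive have numbers as strong as hits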
# APJ antag – APJ receptor antagonism; P35414; CHO-K1 APJ beta-arrestin complementation, luminescence; inhibition, % at 20 µM; actives 0.32% (n = 330,000); AID 2521;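 active = inhibition above about 40% at 20 µM, limit read from the data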;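 note: cells challenged with 10 nM apelin-13 agonist together with compound; plate controls were apelin-13 plus DMSO wells for no effect and DMSO wells lacking apelin-13 for full effect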
# * hit, by the source's call; . = not tested or not shown.
SMILES,MPTP inh,NALP3 yeast inh,TIM10 inh,tim10-1 inh,APJ agonist,tim23-1 inh,NR3A LBD binder,MIN6 prolif,APJ antag
COc1ccc(C(=O)CN2C(=O)NC3(CCc4ccccc43)C2=O)cc1 (stereo unspecified),-0.9,2,4,4,2,17,0,4,-5
Cc1nc(N2CCOCC2)c2c(C)c(C(=O)Nc3ccc(F)cc3F)sc2n1,0.5,-2,-37,-14,-3,-45,0,4,10
O=C(c1ccccc1-c1nc(-c2ccccc2)no1)N1CCOCC1,0.3,-3,-3,11,0,1,-1,-1,11
CCOC(=O)Nc1cc(OC)c(OC)cc1Cc1nccc2cc(OC)c(OC)cc12,0.6,8,0,3,1,-1,-3,-1,20
Cc1ccc(S(=O)(=O)N(C)C)cc1NC(=O)CCNC(=O)c1ccccc1Cl,0.6,-8,-1,-9,-3,4,-2,1,0
Cn1cccc1Cc1nnc(SCC(=O)Nc2ccccc2F)n1CCc1ccccc1,-0.2,0,5,21,-3,22,-2,-3,4
CCc1ccc(N(CC(=O)NC2CCCCC2)C(=O)CNC(=O)c2ccco2)cc1,1.0,18,-16,13,-1,7,-2,1,9
CCS(=O)(=O)Nc1ccc(C2=NN(S(=O)(=O)CC)C(c3cccs3)C2)cc1 (stereo unspecified),-1.3,1,-5,12,1,7,-1,-1,-8
Clc1ccc(-c2nnc(-c3ccccc3)c(-c3c[nH]c4ccccc34)n2)cc1,7.5,-35,2,-4,1,-8,-2,-5,7
O=S(=O)(N/N=C/c1ccc(OC2CSC2)cc1)c1ccccc1,-0.2,26,-23,-7,-2,-7,-16,0,-4
COc1cc(C(=O)OCC(=O)c2c(N)n(C)c(=O)n(C)c2=O)ccc1OCCC(C)C,-1.9,2,11,5,-3,-10,-3,0,-1
CCCCC(=O)NNC(=S)NC(=O)c1ccc(C)cc1,7.6,28,-43,-37,-6,-5,-3,-2,25
O=C1c2ccccc2C(Nc2ccc(Cl)cn2)N1Cc1ccccc1 (stereo unspecified),1.2,19,42*,44*,-3,56*,-9,-2,13
CCCCNC(=O)CSc1nc2ccc(C)cc2[nH]1,-0.2,12,6,2,-1,14,-1,0,7
CCOC(=O)N1N=C(c2ccccc2)CC1(O)C(C)(F)F (stereo unspecified),-0.4,7,-4,0,0,0,0,-2,-2
CCCn1c(N)cc(=O)n(CCC)c1=O,-0.1,-7,-14,-4,-4,-5,1,0,-3
COC(=O)c1ccc(N2CCCCC2)c(NS(=O)(=O)c2ccc(C)cc2)c1,0.0,10,10,16,-1,29,0,-4,12
O=C(CSc1nc2ccccc2s1)c1cc2ccccc2o1,-0.1,30,18,13,3,34,-4,-3,-27
COC(=O)C(C)Oc1ccc(Cc2ncc(C(F)(F)F)cc2Cl)cc1 (stereo unspecified),0.9,19,-2,21,-3,7,0,-1,2
CCOc1ccc(C2NC(=O)NC(C)=C2C(=O)OCc2ccccc2)cc1 (stereo unspecified),-1.1,9,-1,3,-1,10,1,-1,9
CCN(C(=O)CCN1C(=O)c2ccccc2C1=O)C1CCCCC1,0.4,13,16,13,2,20,-1,-2,22
Cc1nc2c(nnn2Cc2ccccc2Cl)c(=O)[nH]1,1.9,22,-4,10,0,4,-5,-1,0
CCC(=O)N1CCc2cc(S(=O)(=O)NCCC(=O)NCc3ccccc3Cl)ccc21,-2.0,4,-8,4,-1,-5,3,5,16
CC(/C=N/NC(=O)c1ccc(Cn2cc([N+](=O)[O-])cn2)o1)=C\c1ccccc1,0.1,-12,-10,-24,11,-7,-8,-3,-19
CCOc1ccc(C(=O)N(CN2CCCC2=O)c2ccc(C)cc2)cc1,.,8,12,34,-3,28,-1,0,-11
O=C(CN1C2=NCCCN2c2ccccc21)c1ccc(Br)s1,-2.7,15,1,11,-6,1,0,-4,5
Cn1c(=O)[nH]c(=O)c2c1nc(CN1CCN(c3ccccc3F)CC1)n2CCc1ccccc1,-0.7,1,17,27,-5,21,-2,-2,10
Cn1c(=O)c2cc(S(=O)(=O)NC(Cc3ccccc3)C(=O)NCC3CCCO3)ccc2n(C)c1=O (stereo unspecified),3.6,14,-25,-7,-2,2,-2,-1,12
COCCn1c(NC(=S)NC(=O)C23CC4CC(CC(C4)C2)C3)cc(=O)[nH]c1=O,4.7,7,0,-1,-6,14,1,-5,15
COc1ccc(-c2nc(C#N)c(NCc3ccccc3Cl)o2)cc1,4.5,4,-4,7,-2,18,-1,-2,-30

# Entries of single compounds, quoted from the list. Order of screens: MPTP inh | NALP3 yeast inh | TIM10 inh | tim10-1 inh | APJ agonist | tim23-1 inh | NR3A LBD binder | MIN6 prolif | APJ antag
# Cn1c(=O)c2cc(S(=O)(=O)NC(Cc3ccccc3)C(=O)NCC3CCCO3)ccc2n(C)c1=O (stereo unspecified) reads 3.6 | 14 | -25 | -7 | -2 | 2 | -2 | -1 | 12
# CCN(C(=O)CCN1C(=O)c2ccccc2C1=O)C1CCCCC1 reads 0.4 | 13 | 16 | 13 | 2 | 20 | -1 | -2 | 22
# CCC(=O)N1CCc2cc(S(=O)(=O)NCCC(=O)NCc3ccccc3Cl)ccc21 reads -2.0 | 4 | -8 | 4 | -1 | -5 | 3 | 5 | 16

# The listing continues:
SMILES,MPTP inh,NALP3 yeast inh,TIM10 inh,tim10-1 inh,APJ agonist,tim23-1 inh,NR3A LBD binder,MIN6 prolif,APJ antag
O=C(CSc1nnc(-c2ccco2)o1)NC1CCCCC1,-1.1,18,-18,13,-1,6,-3,-3,-21
CN(C)CCN(Cc1cccs1)S(=O)(=O)c1csc(C(N)=O)c1,-1.3,-7,9,-8,1,-5,0,3,-22
COCCN1C(=O)c2ccccc2C(C(=O)N2CCN(c3ccccc3)CC2)C1c1ccc(F)cc1 (stereo unspecified),-1.5,11,10,10,-2,11,3,-1,-8
CCN(CC)c1ccc(/C=N/N2CCN(Cc3ccccc3Cl)CC2)c(O)c1,4.2,8,-7,13,-6,11,-1,-4,-7
Cc1cccc2sc(NC(=O)CCNC(=O)c3ccco3)nc12,-1.2,21,-5,-6,11,20,-2,-4,21
CCOc1ccc(N(CC(=O)Nc2ccc(F)c(F)c2)S(=O)(=O)c2c(C)noc2C)cc1,0.7,3,-4,-10,-2,-1,1,-5,-2
COc1cc(/C=C/C(=O)N2CCN(CC(O)COc3ccccc3)CC2)cc(OC)c1OC (stereo unspecified),-1.3,-1,-6,13,-3,18,-2,-3,-17
CC(C)NC(=O)N(C)C[C@H]1Oc2ccc(NS(=O)(=O)c3ccc(F)cc3)cc2C(=O)N([C@H](C)CO)C[C@@H]1C,0.3,1,-2,-2,-3,-2,-1,0,16
CC1(C)CC(=O)C(C=NCC2CCN(C(=O)Cc3ccccc3)CC2)=C(O)C1,1.6,2,-5,8,-1,2,-1,-2,-7
COc1ccc(CC(=O)Nc2cc(=O)n(C)c(=O)n2C)cc1OC,0.8,-4,-12,-3,0,2,1,-1,-7
CC1CCCN(S(=O)(=O)c2ccc(C(=O)Nc3nnc(C4CC4)o3)cc2)C1 (stereo unspecified),0.5,7,29,46*,-12,53*,-1,-7,-8
CCOC(=O)C1C(=O)NC(c2ccccc2)=NC1c1cccc(Br)c1 (stereo unspecified),2.8,7,28,19,-2,22,-1,-2,-5
Cc1cccc(Oc2ccc(Cl)cc2N)c1,1.3,25,-12,9,-4,9,0,-2,-27
COc1ccc([N+](=O)[O-])cc1C(=O)NC1CCN(Cc2ccccc2)CC1,-0.6,9,15,-3,1,2,0,0,17
Fc1ccccc1C(c1nnnn1C1CCCC1)N1CCN(Cc2ccccc2)CC1 (stereo unspecified),2.2,7,4,-2,-5,-2,0,-2,12
CCCOC(=O)c1cccc(NC(=O)C(C)(C)C)c1,0.5,15,22,11,1,21,2,-2,1
Cc1cccc(CN2C(=O)c3ccccc3Sc3ccc(C(=O)O)cc32)c1,0.1,11,8,-5,-5,-1,0,-2,6
N#CC(CC(=O)c1ccc(F)cc1)c1ccc2c(c1)OCO2 (stereo unspecified),-0.2,12,18,41*,-3,39,1,0,9
CCCCCCn1cc(C(=O)OCC)c(=O)c2cc(F)c(F)cc21,1.8,24,-13,-23,-4,21,2,-3,15
N/C(=N\OC(=O)c1ccc(Cl)c(Cl)c1)c1cccc(CSc2ccccn2)c1,1.0,15,72*,39,13,79*,-4,-4,-32
Cc1ccc(S(=O)(=O)N2CCc3ccccc3C2CC(=O)O)cc1 (stereo unspecified),1.0,-4,-9,-2,-3,14,0,-2,2
CCCC(=O)N1CC(=O)Nc2ccc(Br)cc2C1c1ccc(F)cc1 (stereo unspecified),1.0,1,16,11,-5,27,-3,-3,5
CC(C)n1c(NCc2ccc(Cl)cc2)nc2ccccc21,6.4,13,-25,3,-3,15,-4,-3,10
Cn1nnnc1SCC(=O)N(C1CCCCC1)C1CCS(=O)(=O)C1 (stereo unspecified),0.7,-7,16,2,-1,3,0,0,11
COc1ccc(NC(=O)CCNS(=O)(=O)c2ccc(NC(C)=O)cc2)cc1Cl,-0.1,12,4,-25,-2,-3,-11,-1,-9
CC(C)COc1ccc(C(=O)N2C(=O)c3ccc(N)cc3C2=O)cc1,4.2,2,-7,2,0,-7,-2,-1,-2
COc1ccccc1CNC(=O)COC(=O)c1ccc(C)s1,-1.0,31,4,0,-4,25,-2,-2,6
COc1ccc(C(=O)OCC(=O)NC2CC2)cc1F,0.0,4,-8,10,-4,6,0,3,2
O=C(O)/C=C/c1cccc(NS(=O)(=O)c2ccccc2)c1,-2.0,15,2,0,1,-8,-2,0,4
COc1cc(C)ccc1OCCCCN1CC(C)OC(C)C1 (stereo unspecified),0.4,14,-10,-21,-10,-20,3,1,1
CCN(C1CCCCC1)S(=O)(=O)c1c(C)n(C)c(=O)n(C)c1=O,0.5,-8,3,8,-5,12,1,-1,3
NC(=O)CC(NC(=O)c1ccccc1)c1ccc(N2CCC(Br)CC2)c([N+](=O)[O-])c1 (stereo unspecified),-1.2,14,-5,-7,-1,5,-4,-2,13
CC1CCC(NC(=O)C(NS(=O)(=O)c2cccc3nsnc23)C(C)C)CC1 (stereo unspecified),-1.0,1,15,25,6,22,0,-1,4
N#Cc1cnc(NN)nc1,0.2,-3,-12,6,1,0,-2,-1,-36
Cc1cccc(-c2noc(CNC(=O)Nc3ccc(F)cc3)n2)c1,59*,27,8,0,0,2,-3,1,-3
CCN(CC)c1ccc(C(=O)n2cnc3ccccc32)cc1,0.3,42,21,29,-2,38,4,-1,-25
COc1ccc(CNCC(C)NCc2ccc(OC)c(OC)c2)cc1OC (stereo unspecified),0.0,10,-7,-1,-1,-11,1,-2,22
Cc1cc(Nc2ccccc2)cc(=O)n1C,0.1,16,4,-2,0,-1,1,-4,-3
Cc1ccc(NC(=O)CN(CCc2ccccc2)S(C)(=O)=O)cc1,-0.1,14,11,9,-2,12,1,0,3
Oc1cccc(/C=N/Nc2ccc(Cl)nn2)c1,0.6,19,2,19,2,9,-1,-4,-4
CCCn1c(N)c(N(CCOC)C(=O)c2cc(-c3ccco3)nc3ccccc23)c(=O)[nH]c1=O,0.1,-7,8,9,2,9,1,9,-10
COc1ccc(C(OC(=O)c2ccco2)C(=O)NCc2ccco2)cc1 (stereo unspecified),-1.4,-16,7,6,0,1,1,2,0
CCOC(=O)C1CCN(C(=O)C2CCCN(S(=O)(=O)c3ccc(OCC)c(Cl)c3)C2)CC1 (stereo unspecified),26,22,15,23,19,20,-2,-7,-38
O=S(=O)(NCc1nc(-c2ccccc2)no1)c1ccc(F)cc1,-0.3,10,-4,10,1,2,-1,3,13

# Compounds were not picked by outcome (roughly 7.2% active in at least one column).
